RSV CPE inhibition – RSV antiviral activity via CPE protection, HEp-2 cells, primary 10 µM value included (AID 2391); one-dose CPE inhibition, % at 10 µM; IC50 in µM for titrated hits; HEp-2 cells, RSV-induced CPE inhibition; higher % means a stronger effect; 310,000 tested, 0.13% active; in the data active = a potency from the dose series; inconclusive = CPE inhibition mostly from about 23% at the one dose, without a potency; inactive = the rest, 99 in 100 with CPE inhibition below about 21%; also: strong numbers were not always called active
HIV fusion peptide – inhibitors of HIV fusion peptide binding, primary screen, biochemical, uHTS, fluorescence dequenching (AID 1986) | cell-free peptide binding, fluorescence dequenching, 30 min; higher % means a stronger effect | inhibition, % at 20 µM, or IC50 in µM where a hit was titrated | 290,000 tested, 0.3% active; in the data active = inhibition mostly above about 52%, no sharp cut-off; inactive = mostly below about 76%; also: some results filed as inactive read as strong as hits
Rac1 GTP hydrolysis – MgcRacGAP GTPase-activating activity inhibitors, confirmation, biochemical, ADP Hunter fluorescence | MgcRacGAP-stimulated Rac1 GTP hydrolysis, ADP Hunter fluorescence; higher % means a stronger effect; GST-tagged Rac1 F28L mutant substrate | inhibition, % at 30 µM, or IC50 in µM where a hit was titrated | 340,000 tested, 0.6% active;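 active = first-screen hits whose inhibition reached a set limit at any dose in the follow-up dose series; inconclusive = inhibition above the set first-screen limit but never retested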;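 also: fluorescence reports GDP produced by GAP-driven GTP hydrolysis; strong numbers were not always called active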
XIAP displacement – XIAP antagonists, biochemical, IAP family, fluorescence polarization (AID 1018) | XIAP BIR domain, fluorescence polarization peptide displacement; higher % means a stronger effect | displacement, % at 20 µM; hits with a dose series show IC50 in µM | 200,000 tested, 0.007% active; in the data active = displacement above about 50%; also: a part of the inactive calls stands beside numbers as strong as those of hits
AID2073 – inhibitors of Mint1-CaV2.2 protein interaction, biochemical, HTRF (AID 2073); HTRF protein-protein interaction, Mint1-CaV2.2; higher % means a stronger effect; inhibition, % at 20 µM; hits with a dose series show IC50 in µM; 290,000 tested, 0.19% active; in the data active = inhibition mostly above about 51%, no sharp cut-off; inconclusive = no clear call, values can overlap the other calls; inactive = mostly below about 53%; also: some results filed as inactive read as strong as hits
Large T inhibition – TAg ATPase/helicase activity blockers – biochemical (AID 1903). 310,000 tested, 0.39% active. one-dose inhibition, % at 20 µM; IC50 in µM for titrated hits. SV40 large T antigen ATPase/helicase inhibition assay; higher % means a stronger effect; in the data active = a potency from the dose series; inconclusive = inhibition mostly from about 32% at the one dose, without a potency; inactive = the rest, 99 in 100 with inhibition below about 32%; also: strong numbers were not always called active
Siah-1 displacement – blockers of Siah-1 interaction with plectin peptide – biochemical, fluorescence polarization, rhodamine-plectin, uHTS, primary screen (AID 1817) | Siah-1 / rhodamine-plectin peptide fluorescence polarization; higher % means a stronger effect | displacement, % at 20 µM; hits with a dose series show IC50 in µM | 290,000 tested, 0.02% active;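 active = displacement of at least 50% at 20 µM, with a fluorescence ratio check between 0.3 and a set limit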;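 also: plate controls were Siah plus tracer with DMSO for no effect and tracer alone without Siah for full effect; strong numbers were not always called active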
Dengue-2 NS5 capping – Dengue-2 NS5 methyltransferase inhibitors, primary screen, biochemical, confirmation dose response (AID 588689); inhibition, % at 25 µM; hits with a dose series show IC50 in µM; Dengue-2 NS5 methyltransferase capping enzyme assay, biochemical; higher % means a stronger effect; 340,000 tested, 0.3% active; in the data active = a potency from the dose series; inconclusive = inhibition above about 29% without an active follow-up result
LYP inhibition – PTPN22 lymphoid phosphatase activity blockers – biochemical, fluorescence intensity, uHTS (AID 1779) | 290,000 tested, 0.054% active | inhibition, % at 11.5 µM; hits with a dose series show IC50 in µM | recombinant LYP phosphatase, fluorescence intensity; higher % means a stronger effect; in the data active = inhibition above about 50%;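 also: plate controls were vehicle with enzyme for no effect and no enzyme for full effect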
Dengue-2 NS5 capping pilot replicate – second read-out of Dengue-2 NS5 capping, no call of its own (marks repeat the call); inhibition, %; measured here: pilot screen replicate inhibition
* hit, by the source's call; ? = inconclusive; nt = not tested or not shown. This is a random part of the collection. Share with any hit: about 1.7%.

SMILES	RSV CPE inhibition	HIV fusion peptide	Rac1 GTP hydrolysis	XIAP displacement	AID2073	Large T inhibition	Siah-1 displacement	Dengue-2 NS5 capping	LYP inhibition	others
CCOC(=O)c1[nH]c(Cc2[nH]c(C(=O)OCC)c(C)c2CCC(=O)OC)c(CCC(=O)OC)c1C	0.8%	0.7%	8%	-3.5%	10%	10%	0%	-4%	1%
CCCCN=C1N/C(=C\c2ccco2)C(=O)N1c1ccccc1	0.8%	47%	9%	-3.2%	-33%	21%	0%	-4%	-2%
O=C(NCCS(=O)(=O)NCCc1ccccc1)c1ccccc1	-1.9%	nt	2%	nt	nt	8%	nt	-1%	nt
O=C(NCN1C(=O)C2C3C=CC(C3)C2C1=O)Nc1ccccc1O (stereo not drawn)	-2.0%	-4.1%	-3%	-8.1%	-9%	21%	-3%	nt	-8%
C=CCSc1nnc(-c2cccnc2)o1	3.2%	-0.3%	-4%	-8.4%	1%	7%	2%	-2%	2%
O=S(=O)(Nc1ccccn1)c1cc(Cl)ccc1Cl	0.6%	0.3%	5%	nt	2%	25%	12%	1%	-7%
CC(C)(C)NC(=O)C(c1ccccn1)N(C(=O)c1csnn1)C1CCCCC1 (stereo not drawn)	0.4%	0.1%	3%	-3.8%	-7%	26%	3%	nt	-4%
Cn1cnnc1SCC(=O)c1cc2ccccc2oc1=O	1.1%	14%	28%	-8.4%	4%	17%	-2%	26%	-5%
COC(=O)C(Cc1c[nH]c2ccccc12)NC(=O)c1ccccc1Br (stereo not drawn)	0.8%	0.6%	8%	nt	9%	8%	-4%	-5%	-5%
COc1ccc(NC(=O)Nc2cccs2)cn1	3.0%	-0.4%	8%	nt	-23%	11%	-5%	-5%	-4%
CCCC12CN3CC(C)(CN(C1)C3c1ccc([N+](=O)[O-])o1)C2=O (stereo not drawn)	1.9%	0.1%	3%	nt	10%	5%	7%	6%	-3%
O=c1[nH][nH]c(-c2ccccc2)c1C=Nc1ccc(F)cc1F	1.7%	-1.5%	-11%	-7.3%	-10%	14%	1%	-7%	-9%
CCN(C(=O)CSc1nc2cc(C(=O)OC)ccc2c(=O)n1Cc1ccco1)c1cccc(C)c1	?	1.3%	4%	-6.5%	-15%	8%	-1%	-10%	10%	Dengue-2 NS5 capping pilot replicate=-6.8
CC(=O)Nc1cccc(C(=O)N(Cc2ccccc2)Cc2ccccc2)c1	0.8%	-0.9%	-4%	nt	14%	5%	-2%	-6%	-8%
Cc1ccc(NC(=O)c2ccc(Cl)c(S(=O)(=O)N3CCCCCC3)c2)nc1	3.5%	nt	3%	nt	nt	9%	nt	4%	nt
FC(F)(F)c1cc(-c2cccs2)nc2nc(N3CCOCC3)sc12	1.8%	-0.6%	4%	-12%	9%	1%	-3%	-7%	-6%
Cc1cc(NC(=O)COC(=O)CSCc2ccc(Cl)c(Cl)c2)no1	1.4%	-2.7%	3%	-7.4%	-13%	9%	-2%	-3%	-1%
O=C(CSc1ccc2c(c1)OCCO2)Nc1ccc(Br)cc1	5.8%	-0.2%	4%	-1.0%	2%	7%	-1%	2%	-1%
CCN1CCN(C(c2ccccc2)c2nnnn2Cc2ccccc2)CC1 (stereo not drawn)	0.9%	4.2%	5%	-3.8%	-6%	6%	7%	1%	-5%
CC(C)C[C@H](NC(=O)Nc1cccc(Br)c1)C(=O)O	1.5%	2.5%	1%	-8.5%	4%	10%	-3%	-11%	-4%
CC(=O)Nc1ccc(N2C(C(C)=O)=NN(c3ccc(Cl)cc3)C2c2sccc2C)cc1 (stereo not drawn)	11%	-0.4%	3%	-4.2%	0%	9%	-3%	0%	-7%
O=C(Nc1c(C(=O)N2CCOCC2)cnn1-c1ccccc1)c1ccco1	0.1%	0.8%	5%	-1.3%	?	17%	-2%	-2%	-7%
CCOC(=O)C(C(=O)Nc1nccs1)C1CCCCC1 (stereo not drawn)	0.2%	1.8%	10%	-17%	-3%	5%	0%	-2%	-9%
O=C(NCCCN1CCOCC1)c1ccc([N+](=O)[O-])cc1[N+](=O)[O-]	0.6%	1.8%	10%	-2.6%	3%	10%	7%	1%	-5%
CC(C)(C)C(=O)NC(=S)Nc1ccccc1C(=O)Nc1ccccc1	-1.1%	0.2%	7%	-0.7%	-14%	-1%	-1%	-5%	-4%
COc1cccc(C(c2sc3nc(C)nn3c2O)N2CCN(c3ccccc3F)CC2)c1 (stereo not drawn)	-0.7%	-2.2%	6%	-2.4%	-3%	29%	8%	-6%	1%
O=C(NCCn1cc(SCC(=O)N2CCOCC2)c2ccccc21)c1c(F)cccc1F	-0.2%	0.8%	12%	-2.4%	1%	-2%	6%	1%	-4%
CS(=O)(=O)c1ccc(-c2nnn(CC(=O)Nc3ccc4c(c3)OCCO4)n2)cc1	-0.5%	-1.4%	7%	nt	13%	-3%	-4%	-5%	-4%
Fc1ccc(C(c2nnnn2Cc2ccco2)N2CCN(C3CCCCC3)CC2)cc1 (stereo not drawn)	0.1%	-1.4%	-5%	-1.8%	-1%	-1%	1%	6%	-2%
COc1ccc(NC(=O)c2sccc2-n2cccc2)cc1	0.4%	-2.6%	4%	-6.2%	1%	2%	2%	-2%	1%
Cc1cccc(OCc2nnc(SCCC(=O)O)n2-c2ccccc2)c1	1.1%	0.8%	7%	nt	14%	24%	-1%	1%	-10%
COc1ccccc1C(=O)NN(C)C1=NS(=O)(=O)c2ccccc21	0.9%	-1.4%	8%	nt	-2%	6%	2%	1%	-6%
COc1ccc(CCC(C)NC2CCCCCCC2)cc1 (stereo not drawn)	-0.8%	2.1%	6%	nt	2%	5%	0%	-2%	-7%
O=C(c1cc2cc(Cl)ccc2oc1=O)N1CCN(c2ccccn2)CC1	-0.3%	-0.6%	5%	nt	9%	-3%	-2%	-8%	-6%
Cc1cc(C)n(CCNCc2c(C(=O)N3C[C@@H](C)O[C@@H](C)C3)nc3ccc(Cl)cn23)n1	2.6%	1.6%	-1%	-6.1%	-8%	24%	11%	0%	-5%
Cc1noc(C)c1COc1ccc(C(=O)OCC(=O)N2CC3(C)CC2CC(C)(C)C3)cc1 (stereo not drawn)	?	-2.2%	7%	-0.4%	7%	1%	-2%	0%	4%
CCc1nnc(NC(=O)c2cc(S(=O)(=O)N3CCN(c4ccccc4)CC3)ccc2Cl)s1	1.0%	6.3%	4%	-7.0%	5%	0%	-2%	2%	-4%
COc1ccc(C2N(c3ccc(OC)cc3)C(=S)N3CCCN23)cc1 (stereo not drawn)	1.6%	2.2%	1%	-2.4%	4%	23%	7%	-4%	-6%
O=C(c1ccc(Cl)c([N+](=O)[O-])c1)N(Cc1ccc(Cl)cc1)C1CCS(=O)(=O)C1 (stereo not drawn)	0.0%	-0.5%	2%	-2.6%	-3%	3%	5%	-1%	-7%
CCn1c(SCC(=O)Nc2cc(OC)ccc2OC)nnc1C1CCCCC1	3.8%	-2.8%	4%	-5.5%	37%	6%	-2%	-5%	-3%
O=C(COC(=O)c1ccc(F)cc1)Nc1ccccc1N1CCOCC1	0.9%	1.2%	6%	-0.6%	3%	7%	1%	-1%	-4%
C=CCC(Nc1ccccc1)c1cccc(OC)c1OC (stereo not drawn)	-0.4%	1.6%	nt	nt	-5%	9%	7%	nt	-9%
Cc1ccc(C2CC(C(F)(F)F)n3nc(C(=O)NCc4ccco4)cc3N2)cc1 (stereo not drawn)	3.2%	-0.8%	3%	-2.1%	4%	5%	0%	8%	1%	Dengue-2 NS5 capping pilot replicate=-0.2
Cc1cccc(NC(=O)C(C)N2C(=O)c3ccccc3S2(=O)=O)n1 (stereo not drawn)	-0.5%	nt	10%	nt	nt	10%	nt	0%	nt
Cc1ccc(Cn2ccsc2=NC(=O)COC(=O)C(C)C)cc1	0.9%	-0.9%	5%	nt	10%	17%	2%	-1%	-8%
O=C(NC1CC1)C1CCN(Cc2cnn(-c3ccccc3)c2-n2cccc2)CC1	-0.6%	-3.3%	-1%	-2.1%	-10%	13%	4%	1%	-8%	Dengue-2 NS5 capping pilot replicate=2.4
O=C(NCCCN1CCOCC1)C1CC(=O)N(c2ccccc2)C1 (stereo not drawn)	-0.1%	0.7%	6%	nt	3%	-8%	-7%	-12%	-10%
Cc1ccc(C(=O)C(OC(=O)CNC(=O)c2ccc(Cl)cc2)c2ccccc2)cc1 (stereo not drawn)	1.6%	2.8%	1%	-1.8%	-2%	-1%	-5%	-10%	2%	Dengue-2 NS5 capping pilot replicate=2.6

The last 2 compounds of the part above are carried over, then new ones follow:
SMILES	RSV CPE inhibition	HIV fusion peptide	Rac1 GTP hydrolysis	XIAP displacement	AID2073	Large T inhibition	Siah-1 displacement	Dengue-2 NS5 capping	LYP inhibition	others
O=C(NCCCN1CCOCC1)C1CC(=O)N(c2ccccc2)C1 (stereo not drawn)	-0.1%	0.7%	6%	nt	3%	-8%	-7%	-12%	-10%
Cc1ccc(C(=O)C(OC(=O)CNC(=O)c2ccc(Cl)cc2)c2ccccc2)cc1 (stereo not drawn)	1.6%	2.8%	1%	-1.8%	-2%	-1%	-5%	-10%	2%	Dengue-2 NS5 capping pilot replicate=2.6
CCn1c(=O)n(CC)c2cc(N3CCCC3)c(NC(=O)c3ccc(C)c([N+](=O)[O-])c3)cc21	2.0%	-0.6%	10%	nt	-14%	23%	-1%	-5%	0%
CCOC(=O)Cc1nnc(NC(=O)C(CC)Sc2nncn2C)s1 (stereo not drawn)	0.9%	2.4%	5%	-6.8%	5%	4%	5%	-3%	1%
O=C(CCN1CCOCC1)NNC(=O)Nc1cccc(Cl)c1	-0.1%	1.4%	7%	nt	-1%	11%	12%	0%	-7%
COc1ccc(-n2c(Cc3cccn3C)nnc2SCC(=O)N2CCOCC2)cc1	1.4%	3.4%	6%	-0.4%	-2%	3%	2%	-1%	-8%
O=C(c1ccccc1-c1nc(-c2ccc(Cl)cc2)no1)N1CCCC1	4.5%	0.9%	-2%	-14%	-4%	7%	0%	-3%	5%
COc1ccc(N2CCN(CCNC(=O)CCCn3c(=O)[nH]c4cc(Cl)ccc4c3=O)CC2)cc1	-0.7%	1.0%	0%	-4.5%	-3%	16%	3%	0%	2%
COc1cccc(-c2coc3cc4oc(=O)c(CCC(=O)O)c(C)c4cc23)c1	9.0%	12%	7%	nt	29%	6%	-6%	10%	-4%
COc1ccc(OCC(O)CNC(=O)Nc2ccc(F)cc2)cc1 (stereo not drawn)	nt	1.3%	7%	nt	-6%	9%	3%	-5%	-4%
CCOc1ccc(NC(=O)Cc2ccc(S(=O)(=O)N3CCOCC3)s2)cc1OCC	3.7%	-0.7%	4%	nt	10%	6%	-1%	-5%	-8%
Cc1nn(C)cc1C(C(=O)NC1CCCCC1)N(C(=O)Cc1cccs1)c1ccc(C(C)C)cc1 (stereo not drawn)	3.5%	1.0%	3%	-1.7%	4%	13%	-5%	-5%	-5%	Dengue-2 NS5 capping pilot replicate=0.5
O=C(O)CCC(=O)N1CCc2c([nH]c3ccccc23)C1C(F)(F)F (stereo not drawn)	0.8%	0.0%	9%	nt	-8%	-3%	0%	-3%	2%
O=C(CSc1nnc(Nc2ccccc2F)s1)c1cc2ccccc2o1	4.4%	8.4%	11%	-1.8%	-11%	23%	-4%	-8%	9%

From PubChem
